uPA surface inh = qHTS for Inhibitors of Cell Surface uPA Generation. 0.31% of 330,000 active. cell surface uPA generation assay, qHTS. AID 540303, 2011. Potency, µM (highest dose often 38.3 µM), for inactives: top-dose activity change, negative = inhibition, actives largely listed as inhibitors; active = well fitted inhibition curve with a large enough effect; inconclusive = small, poorly fitted or top-dose-only effect; inactive = no such curve, though single readings can be large or run the other way; tested in mouse RAW 264.7 cells; note: % is set by controls: 0 for no effect and ±100 for the full control effect; nearly all actives have a fitted effect of over 55% in size
NPC1 prom act = qHTS Assay for NPC1 Promoter Activators; Huh7 NPC1 promoter luciferase reporter, 24 h; Potency, µM (highest dose often 9.22 µM), for the others: at the top dose activation, actives largely listed as activators; 2.4% of 320,000 active;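 note: % of control where 0% means no effect; nearly all actives have a fitted effect of over 60% in size; reporter is driven by a mutant NPC1 promoter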
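Readout is luciferase luminescence, reflecting NPC1 promoter activation in stably transfected Huh7 cells after 24 h compound exposure at 37 °C in reduced-serum medium with 10% FBS.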
CXXC DNA block = qHTS Fluorescence Polarization Assay for Inhibitors of MLL CXXC domain - DNA interaction. Histone-lysine N-methyltransferase 2A (Homo sapiens), Q03164. MLL-CXXC / FITC-HOXA9 DNA fluorescence polarization. Potency, µM (top dose mostly 115 µM), for the others: at the top dose activity change, negative = inhibition, most hits filed as inhibitors. 0.037% of 290,000 active. AID 2662, 2010; active = well fitted inhibition curve with a large enough effect in the polarisation, with a control signal flat, not every such curve was filed as active; inconclusive = small, poorly fitted or top-dose-only effect, or effect the other way, or a change in a side signal; inactive = no such curve, though single readings can be large or run the other way; the % refers to the polarisation
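Purified MLL-CXXC (added from a 7 uM solution) was preincubated 5 min at ambient with pinned compounds in 50 mM Tris-HCl pH 7.5, 50 mM NaCl, 1 mM DTT, 0.05% BSA. Fluorescein-labeled HOX-A9 DNA (50 nM solution) followed, 30 min, then polarization read.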
FLuc modulator = qHTS profiling assay for firefly luciferase inhibitor/activator using purifed enzyme and Km concentrations of substrates (counterscreen for miR-21 project). purified FLuc, Km substrates, luminescence inhibition. 6.9% of 360,000 active. Potency, µM (doses to about 57.5 µM), for inactives: at the highest dose activity change, negative = inhibition, hits mostly inhibitors. Luciferin 4-monooxygenase (Photinus pyralis), P08659;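 note: plate controls were vehicle for no effect and reference inhibitor for full effect; nearly all actives have a fitted effect of over 55% in size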
Target sequence (P08659 whole entry, looked up): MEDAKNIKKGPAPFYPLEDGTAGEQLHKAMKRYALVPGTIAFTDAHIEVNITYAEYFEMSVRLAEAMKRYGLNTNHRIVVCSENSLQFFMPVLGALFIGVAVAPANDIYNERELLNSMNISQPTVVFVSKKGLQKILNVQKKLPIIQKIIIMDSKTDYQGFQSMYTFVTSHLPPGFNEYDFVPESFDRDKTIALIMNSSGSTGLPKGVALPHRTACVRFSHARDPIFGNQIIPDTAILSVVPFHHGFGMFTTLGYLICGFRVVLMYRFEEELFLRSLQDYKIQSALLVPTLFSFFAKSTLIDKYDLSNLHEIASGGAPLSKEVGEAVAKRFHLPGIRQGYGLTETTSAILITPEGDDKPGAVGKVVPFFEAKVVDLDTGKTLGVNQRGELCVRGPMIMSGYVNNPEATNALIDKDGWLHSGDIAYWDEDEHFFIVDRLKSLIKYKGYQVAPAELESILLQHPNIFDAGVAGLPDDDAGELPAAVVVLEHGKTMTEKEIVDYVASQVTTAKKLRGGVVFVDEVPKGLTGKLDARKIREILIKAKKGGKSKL
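Purified P. pyralis luciferase, 10 nM final, with Km-level 10 uM D-luciferin and 10 uM ATP in 50 mM Tris acetate pH 7.5, 10 mM Mg acetate, 0.01% Tween-20, 0.05% BSA; 6-point qHTS titration about 60 µM downward; luminescence read.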
MBNL1 CUG block = qHTS Assay for Inhibitors of MBNL1-poly(CUG) RNA binding | TR-FRET MBNL1-His/biotin-(CUG)12 binding, 665/545 ratio | AID 2675, 2010 | 0.036% of 280,000 active | Potency, µM (titrated, usually from 57.5 µM), for the others: top-dose activity change, negative = inhibition, most hits filed as inhibitors; active = well fitted inhibition curve with a large enough effect in the signal ratio, with a control signal flat, not every such curve was filed as active; inconclusive = small, poorly fitted or top-dose-only effect, or effect the other way, or a change in a side signal; inactive = no such curve, though single readings can be large or run the other way; the % refers to the signal ratio; note: % is set by controls: 0 for no effect and ±100 for the full control effect
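TR-FRET readout: Ex 340 nm, 665/545 nm emission ratio, normalized to buffer-only (basal) and MBNL1-(CUG)12 controls. Complex of MBNL1-His with Biotin-(CUG)12, compounds 92 nM–58 uM, incubated 60 min at room temperature.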
p53 reactivator = qHTS assay for re-activators of p53 using a Luc reporter; H1299 p53-A138V BP100-luciferase reporter, luminescence, 24 h; Potency, µM (top dose mostly 92.2 µM), without a hit: at the top dose activity change, positive = activation, most hits filed as activators; 0.063% of 320,000 active; AID 504706, 2011; note: % of control where 0% means no effect; nearly all actives have a fitted effect of over 45% in size
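H1299 (p53-null), stable ts p53-A138V + BP100-Luc; 1000 cells/well, Opti-MEM/10% FBS; cpd 4 pt, 1:5; 24 h, 37 deg C, 5% CO2; detection reagent 10 min RT; luminescence.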
ELG1 genotox = qHTS screen for small molecules that induce genotoxicity in human embryonic kidney (HEK293T) cells expressing luciferase-tagged ELG1; 1.3% of 330,000 active; HEK293T ELG1-luciferase reporter, luminescence, 16 h; Potency, µM (top dose mostly 46 µM), for the others: at the highest dose activity change, positive = activation, most hits filed as activators; note: % of control where 0% means no effect; nearly all actives have a fitted effect of over 60% in size
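Genotoxicity was scored as increased ELG1-luciferase reporter signal, measured by ONE-Glo luminescence (30 min, room temperature). Compound or vehicle exposure of the HEK293T reporter cells lasted 16 hr at 37°C.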
RORgamma inh = qHTS for inhibitors of ROR gamma transcriptional activity | Potency, µM (top dose mostly 53.6 µM), inactives show at the highest dose activity change, negative = inhibition, hits mostly inhibitors | AID 2551, 2010 | Drosophila S2 Gal4-RORgamma UAS-luciferase reporter, 20 h | 5.4% of 310,000 active | Nuclear receptor ROR-gamma (Mus musculus), P51450; note: % is set by controls: 0 for no effect and ±100 for the full control effect; nearly all actives have a fitted effect of over 60% in size
Target sequence (P51450 whole entry, looked up, the tested form may be a part): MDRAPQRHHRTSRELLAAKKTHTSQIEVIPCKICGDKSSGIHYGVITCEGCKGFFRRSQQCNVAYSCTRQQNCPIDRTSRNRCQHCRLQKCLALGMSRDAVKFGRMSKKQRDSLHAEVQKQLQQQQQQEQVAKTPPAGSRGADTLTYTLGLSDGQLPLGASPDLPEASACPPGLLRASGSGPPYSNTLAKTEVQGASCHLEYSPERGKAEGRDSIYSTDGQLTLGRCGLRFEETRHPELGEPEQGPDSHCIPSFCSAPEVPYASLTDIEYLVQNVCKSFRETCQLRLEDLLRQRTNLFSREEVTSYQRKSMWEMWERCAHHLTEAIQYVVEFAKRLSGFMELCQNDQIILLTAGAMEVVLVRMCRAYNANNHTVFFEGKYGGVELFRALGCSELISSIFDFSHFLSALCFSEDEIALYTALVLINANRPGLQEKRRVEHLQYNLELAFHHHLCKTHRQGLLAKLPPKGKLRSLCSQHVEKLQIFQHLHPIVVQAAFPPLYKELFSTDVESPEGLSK
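Luciferase reporter read in Schneider cells carrying Gal4-RORγ (mouse) and UAS-Photinus luciferase; cells given compound 1 h before 700 uM copper sulfate induction, then incubated 20 h at ambient temperature.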
VP16 counter = VP16 counterscreen qHTS for inhibitors of ROR gamma transcriptional activity; Drosophila S2 Gal4-VP16 UAS-luciferase, luminescence, 20 h; Potency, µM (series often up to 53.6 µM), inactives show at the top dose activity, negative = inhibition, actives largely listed as inhibitors; AID 2546, 2010; 3.5% of 310,000 active;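 note: Gal4-VP16 expression switched on by copper sulfate through the metallothionein promoter; % is set by controls: 0 for no effect and ±100 for the full control effect; nearly all actives have a fitted effect of over 50% in size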
Rab9 prom act = qHTS Assay for Rab9 Promoter Activators. Huh7 Rab9 promoter-luciferase reporter, luminescence, 24 h. Potency, µM (series often up to 9.22 µM), inactives show top-dose activation, negative = inhibition, actives largely listed as activators. 2.8% of 320,000 active. AID 485297, 2010; note: % of control where 0% means no effect; nearly all actives have a fitted effect of over 60% in size
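Cell-based reporter: Huh7 stable for Rab9 promoter-driven luciferase, plated in reduced-serum medium with 10% FBS at 1500 cells/well, compound-treated 24 h at 37 °C, luminescence read after 10 min reagent.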
BRCA1 expr act = qHTS Assay to Identify Small Molecule Activators of BRCA1 Expression | MCF7-BRCA1-FFLuc reporter, luminescence, 48 h; response scale: scaled: vehicle 0%, 10 µM genistein 100% | AID 624202, 2012 | Potency, µM (series often up to 46.1 µM), for the others: top-dose activation, actives largely listed as activators | 1.1% of 380,000 active; note: nearly all actives have a fitted effect of over 80% in size; some results filed as inactive show a strong effect at the top dose
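MCF7-BRCA1-FFLuc, 2000 cells/well; 2 h attach, 37 °C/5% CO2; compound 48 h; luciferase substrate 15 min; luminescence end-point. Norm. to genistein 10 microM max activation and DMSO; concentration-response curves fitted.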
Starred values were filed as active, the others as inactive; ? = inconclusive; · = not tested or not shown; & = joins results of further samples; [ ] = dose if it differs, or a comment. Unless noted, calls come from the whole dose curve; as a rule, active = well fitted curve in the direction sought with a large enough effect; inconclusive = small, poorly fitted or top-dose-only effect, or another doubt; inactive = no such curve, though single readings can be large; an effect the other way counts as inactive or inconclusive. Potency is the fitted concentration of half-maximal effect. A portion of the library; count on the stated rates, not on these rows.

Structure,uPA surface inh,NPC1 prom act,CXXC DNA block,FLuc modulator,MBNL1 CUG block,p53 reactivator,ELG1 genotox,RORgamma inh,VP16 counter,Rab9 prom act,BRCA1 expr act
COCCn1c(-c2ccc(F)cc2)nc2cccnc21,-17%,-1%,15%,0%,-3%,0%,0%,-14%,2%,-4%,5%
CCCCOC(=O)C1C2C=C[C@]3(CN(C(C)c4ccc(OC)cc4)C(=O)[C@H]13)O2 (stereo partly drawn),-3%,-2%,12%,0%,-18%,-4%,3%,0%,0%,-6%,-1%
CNc1c([N+](=O)[O-])cnn1-c1ccccc1F,-10%,4%,-19%,?,?,2%,?,0%,9%[10 µM],19%,88%
Cc1cccc(CS(=O)(=O)Cc2ccc(C(=O)NCc3cccs3)o2)c1,-2%,-2%,2%,-7%,-9%,0%,-2%,?,25%,15%,-5%
Cc1ccc(O)c(NC(=S)NC(=O)c2ccccc2Cl)c1,-9%,13%,36%[activator],17µM*,-9%,-1%,9%,3.5µM*,13µM*,4%,-17%
COC(=O)c1ccccc1NC(=O)CCC(=O)N1CCSc2ccccc21,11%,-1%,·,1%,11%,3%,-1%,-33%,?,2%,-5%
COc1ccc(CCNC(=O)C2CCCN(S(=O)(=O)c3ccc(OC)cc3)C2)cc1 (stereo not drawn),1%,?,-1%,0%,-2%,-3%,-4%,?,-5%,4%,-18%
COc1ccc(/C(N)=N/OC(=O)Cc2cccs2)cc1,6%,?,5%,12µM*,-2%,?,?,2%,25%,3.2µM*,8.9µM*
Cc1ccc(-c2nc(S(=O)(=O)c3ccc(C)cc3)c(N3CCOCC3)o2)cc1,-8%,-1%,4%,-1%,-4%,4%,10%,-19%,19%,3%,-10%
C[C@@H](CN1C2=NC[C@H](Cc3ccccc3)N2C[C@H]1Cc1ccc(O)cc1)NC(=O)CCC1CCCCC1,7%,-3%,12%,-3%,-2%,2%,-4%,9%,-6%,-1%,2%
CCCOc1ccc(C(F)(F)F)cc1NC(=O)c1cc(C)on1,21%,0%,·,4%,·,-4%,-2%,·,·,1%,10%
CC(Oc1ccc2c3c(c(=O)oc2c1)CCC3)C(=O)N[C@@H](Cc1ccccc1)C(=O)O (stereo partly drawn),12%,2%,-15%,-4%,3%,6%,2%,-34%,0%,-6%,-7%
CC1(C)CC(=O)c2sc(NS(C)(=O)=O)nc2C1,·,·,-8%,2%,6%,·,·,8%,-16%,·,13%
CC(=O)c1ccccc1NC(=O)c1ccc2c(c1)NC(=O)C(C)S2 (stereo not drawn),-7%,?,·,15µM*,·,6%,?,·,·,?,1%
O=C(Nc1ccccc1Cl)N1C2CCC1CC(O)(c1cccnc1)C2 (stereo not drawn),14%,-2%,6%,0%,7%,-1%,-4%,14%,-6%,1%,4%
O=Cc1cn[nH]c1-c1cccc([N+](=O)[O-])c1,3%,-2%,-2%,-2%,?,17%,-1%,10%,-9%,4%,-1%
Cc1ccc(-n2nc3c(=O)n(C(C)C(=O)NCc4ccco4)nc(C)c3c2C)cc1 (stereo not drawn),-13%,0%,-4%,7%&-12%,-5%,-4%,-6%,12%,-1%,-5%,-28%
Cc1nc2nc(-c3ccccc3)cn2nc1C,-11%,·,0%,2.4µM*,?,·,·,10µM*,?,·,-2%
COc1ccc(Cl)cc1NC(=O)CN(C)C(=O)CCNC(=O)c1ccccc1OC,5%,0%,·,0%,·,-8%,2%,·,·,-2%,31%
CC(C)N=C1SCC(C)(/C=N/O)S1 (stereo not drawn),·,10%,-9%,-1%,15%,12%,-1%,-11%[10 µM],-9%,-4%,0%
CC(C)n1c(CCC(=O)O)ccc1-c1ccccc1,3%,0%,-6%,1%,-3%,-7%,-1%,-4%,8%,1%,0%
O=C(NNc1nc2ccccc2s1)C1CC1,-20%,3%,-2%,-14%,-9%,9%,2%,-26%,-9%,1%,25%
CCc1c(C(=O)N2CCCN(C)CC2)csc1C,1%,0%,-4%,-1%,-3%,·,1%,·,·,-2%,-2%
Cc1ccccc1CC(=O)N1CCN(C(=O)C2CCCO2)CC1 (stereo not drawn),0%,-4%,0%,1%,-3%,-5%,-7%,30%,0%,3%,-4%
Cc1cc(Oc2ccc(OCC(N)=O)nn2)nc(Cl)n1,0%,-3%,0%,-1%,2%,0%,1%,-7%,9%,1%,1%
O=C(O)c1ccc(Sc2nnc(-c3cccc(Br)c3)o2)c([N+](=O)[O-])c1,-13%,6%,1%,?,0%,3%,-10%,0%,12%,0%,2%
c1ccc(-c2cnn3c(-c4ccccc4)c(-c4ccccc4)nc3n2)cc1,-1%,-1%,?,5%,-3%,-3%,5%,21%,-15%,-4%,-33%
CC(C)C[C@H](NC(=O)N1CC(=O)Nc2ccccc21)C(=O)N[C@H](Cc1c[nH]c2ccccc12)C(=O)O,1%,1%,-1%,0%,-6%,7%,-3%,4%,-2%,1%,26%
CC(C)OCCCNC(=O)CN1C(=O)c2cccc3cccc1c23,1%,-3%,-9%,0%,?,?,12%,?,3%,0%,-7%
CCC(C)(c1ccc(C(=O)OC)s1)c1ccc(C(=O)OC)s1,-1%,7%,-7%,-1%,-8%,-10%,-7%,23%,?,-2%,-28%

Remaining list, next part
| Structure | uPA surface inh | NPC1 prom act | CXXC DNA block | FLuc modulator | MBNL1 CUG block | p53 reactivator | ELG1 genotox | RORgamma inh | VP16 counter | Rab9 prom act | BRCA1 expr act |
| --- | --- | --- | --- | --- | --- | --- | --- | --- | --- | --- | --- |
| O=c1c2c(-c3ccc([N+](=O)[O-])cc3)csc2nc2n1CCC2 | 6% | -11% | -16% | 2% | ? | -17% | -2% | -6% | -12% | -8% | -7% |
| CCCc1ccc(OCC(O)CN2CCN(C(=O)OCC)CC2)cc1 (stereo not drawn) | 3% | 1% | 7% | -1% | -2% | -3% | 1% | 16% | -2% | -7% | -5% |
| COc1ccc(S(=O)(=O)N2CCCN(S(=O)(=O)c3ccc(OC)cc3C)CC2)c(C)c1 | 2% | -14% | -4% | 2% | -2% | 2% | -1% | ? | -4% | 14% | -39% |
| CN(C)/C=N/NC(=O)C1Cc2c(ccc3ccccc23)O1 (stereo not drawn) | 2% | -2% | -10% | 1% | 22% | -3% | 0% | 6% | 15% | -2% | 5% |
| CCCCC(=O)Nc1nnc(S(=O)(=O)N2CCCCCC2)s1 | 3% | -3% | 12% | 1%&5% | -4% | -1% | 0% | -10% | 1% | -7% | 11% |
| O=C(c1ccco1)N1CCN(C(=O)c2ccccc2[N+](=O)[O-])CC1 | -1% | -1% | 6% | 4% | 21% | -1% | -3% | 24% | -10%[10 µM] | 11% | 0% |

One compound at a time, from the list above. Order of screens: uPA surface inh | NPC1 prom act | CXXC DNA block | FLuc modulator | MBNL1 CUG block | p53 reactivator | ELG1 genotox | RORgamma inh | VP16 counter | Rab9 prom act | BRCA1 expr act
Record of O=c1c2c(-c3ccc([N+](=O)[O-])cc3)csc2nc2n1CCC2 = 6% | -11% | -16% | 2% | ? | -17% | -2% | -6% | -12% | -8% | -7%
Record of O=C(c1ccco1)N1CCN(C(=O)c2ccccc2[N+](=O)[O-])CC1 = -1% | -1% | 6% | 4% | 21% | -1% | -3% | 24% | -10%[10 µM] | 11% | 0%
Record of CN(C)/C=N/NC(=O)C1Cc2c(ccc3ccccc23)O1 (stereo not drawn) = 2% | -2% | -10% | 1% | 22% | -3% | 0% | 6% | 15% | -2% | 5%

Screening data deposited in PubChem by National Center for Advancing Translational Sciences (NCATS).
